p97 inhibitor: human p97 ATPase inhibition; recombinant p97 ATPase, Kinase-Glo ATP luminescence, 3 h; inhibition, % at 8 µM; 220,000 compounds, 0.42% hits; AID 1481; in the data active = inhibition above about 15%;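 note: 0% = DMSO vehicle and 100% = wells lacking enzyme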
NPY Y1 blocker: NPY-Y1 (human) receptor antagonism. HEK293-CNG Y1 cells, membrane potential fluorescence; NPY at EC95, then isoproterenol. inhibition, % at 3.6 µM. 200,000 compounds, 1% hits. P25929;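 active = inhibition above the campaign mean inhibition of all tested compounds plus 3 SD, cut at about 20% in these data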;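 note: 0% = DMSO wells given NPY plus isoproterenol and 100% = isoproterenol alone without NPY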
Target sequence (P25929 whole entry, looked up): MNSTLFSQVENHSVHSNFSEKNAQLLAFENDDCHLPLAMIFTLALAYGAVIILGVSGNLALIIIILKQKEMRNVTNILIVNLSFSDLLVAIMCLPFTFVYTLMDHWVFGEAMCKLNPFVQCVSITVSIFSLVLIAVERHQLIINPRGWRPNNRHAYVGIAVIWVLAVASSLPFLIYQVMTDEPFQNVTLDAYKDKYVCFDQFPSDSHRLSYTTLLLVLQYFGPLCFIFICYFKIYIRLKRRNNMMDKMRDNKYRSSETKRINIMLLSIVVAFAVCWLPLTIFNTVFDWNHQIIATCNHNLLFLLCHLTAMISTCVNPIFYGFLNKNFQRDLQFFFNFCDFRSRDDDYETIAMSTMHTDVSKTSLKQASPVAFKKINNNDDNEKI
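Test system: HEK293 cells co-expressing NPY Y1 receptor and cyclic-nucleotide gated channel; Also added: NPY (25 nM), isoproterenol (1 µM), Ro 20-1724 (25 µM); Compound dosing: one concentration, 3.6 µM, in 0.4% DMSO; Timing: dye 3 h, compound 60 min room temperature, stimulation 45 min; Technique: Membrane-potential fluorescent dye readout.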
EP2 antag: EP2 receptor (human) inhibition; C6 glioma cells expressing human EP2, cAMP TR-FRET; cells stimulated with saturating PGE2; inhibition, % at 25 µM; 260,000 compounds, 0.52% hits; AID 1422;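 active = percent inhibition above 40 after rounding to a whole number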;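 note: rat C6 glioma host cells with rolipram phosphodiesterase inhibitor present; the protocol text gives 20 µM as final concentration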
Target sequence (P43116 whole entry, looked up): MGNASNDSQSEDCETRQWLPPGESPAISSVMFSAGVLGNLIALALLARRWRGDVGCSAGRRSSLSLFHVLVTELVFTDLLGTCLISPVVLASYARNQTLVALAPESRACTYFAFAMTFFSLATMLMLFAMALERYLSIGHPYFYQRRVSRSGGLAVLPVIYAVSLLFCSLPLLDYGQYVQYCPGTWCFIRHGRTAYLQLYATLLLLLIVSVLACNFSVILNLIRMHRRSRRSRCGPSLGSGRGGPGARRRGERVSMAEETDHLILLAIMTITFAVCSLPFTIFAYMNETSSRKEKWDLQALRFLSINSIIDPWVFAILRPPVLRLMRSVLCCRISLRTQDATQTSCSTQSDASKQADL
NPY-Y2 PAM-ag: human NPY-Y2 potentiation or agonism, primary screen; 220,000 compounds, 0.45% hits; P49146; cells expressing NPY-Y2, potentiator/agonist read-out; activation, % at 3.6 µM; in the data active = activation above about 27%;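 note: cells stimulated with NPY near EC25 plus isoproterenol at EC100; 0% = vehicle plus submaximal agonist and 100% = vehicle plus saturating agonist; some results beyond the cut were filed as inactive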
S1P4 agonist: human S1P4 receptor agonism. O95977. S1P4-expressing cell line, agonist reporter assay. activation, % at 4.98 µM. 220,000 compounds, 0.35% hits. AID 1509; in the data active = activation above about 11%;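 note: 0% = DMSO vehicle and 100% = reference agonist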
S1P4 antag: antagonists of human S1P4 receptor; O95977; S1P4-expressing cells, antagonist mode, reporter read-out; inhibition, % at 4.98 µM; 220,000 compounds, 0.26% hits; in the data active = inhibition above about 29%;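 note: 0% = wells stimulated with agonist and 100% = vehicle wells without agonist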
eIF4E 4G PPI: inhibitors of eIF4E and eIF4G interaction in translation initiation. TR-FRET eIF4E-eIF4GI(517-606) binding, 2 h. P63073+Q04637. 220,000 compounds, 0.37% hits. inhibition, % at 21.7 µM;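 active = inhibition above about 30%, limit read from the data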;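 note: 0% = full FRET control wells and 100% = background wells lacking eIF4GI fragment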
EP2 modulator: EP2 receptor (human) modulation. P43116. EP2-expressing cells, cAMP HTRF FRET, PGE2 co-stimulation. induction, % at 25 µM. 260,000 compounds, 0.83% hits;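 active = compounds whose cAMP rise, as percent of the full-agonist control response, exceeds 60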;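 note: rat C6 glioma line stably carrying human EP2 under a CMV promoter; the protocol text gives 20 µM as final concentration; 100% = response of wells given 1 µM PGE2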
NPY1 pot ag: potentiators or agonists of human neuropeptide Y receptor Y1 | 220,000 compounds, 0.37% hits | activation, % at 3.6 µM | NPY-Y1 expressing cells, potentiator/agonist activation; in the data active = activation above about 33%, passing the limit was not always enough;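 note: cells stimulated with NPY at EC10 then isoproterenol at EC100; 0% = low agonist plus stimulus and 100% = saturating agonist plus stimulus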
* = called active by the depositor; / = no result given; & = joins results of further samples; [ ] = another dose, or the depositor's remark. These rows are one share of the data. The share of hits here may be higher or lower than overall.

SMILES	p97 inhibitor	NPY Y1 blocker	EP2 antag	NPY-Y2 PAM-ag	S1P4 agonist	S1P4 antag	eIF4E 4G PPI	EP2 modulator	NPY1 pot ag
Cc1cccc(S(=O)(=O)NCC2CCCO2)c1 (stereo not given)	0	1	7	-13	-1.0	-11	11	-17	5
O=C(Cn1c(=O)oc2cc(S(=O)(=O)N3CCCCC3)ccc21)N1CCc2ccccc21	1	10	/	9	-1.5	-10	-3[fluorescence artefact?]	-12	7
CCc1c(C)sc(NC(=O)CCc2ccc(OC)cc2)c1C(N)=O	4	2	10	-6	2.5	-8	22	3	-1
COCCNC(=O)C(c1cccs1)N(C(=O)Cn1nnc2ccccc21)c1cccc(C)c1 (stereo not given)	-6	0	19	5	0.8	-14	-2[fluorescence artefact?]	23	-9
COc1ccc(NC(=O)CC(c2ccc(F)cc2)c2ccc(OC)cc2)cc1 (stereo not given)	3	0	5	1	-0.7	-19	1[fluorescence artefact?]	27	-5
CCOC(=O)C1CCCN(C(=O)c2ccc3c(=O)n(CCOC)c(=S)[nH]c3c2)C1 (stereo not given)	3	-8	3	-2	0.6	-12	-5	7	13
CC(=O)Nc1ccccc1NC(=O)c1cc(C)ccc1C	0	5	6	-2	1.5	-9	-5	-2	-11
CC(C)Cn1nc(NS(=O)(=O)c2ccccc2)c2cc3ccccc3nc21	2	7	6	-28	0.6	3	11	0	34
CC(=O)c1cccc(N(CC(=O)N2CCCCC2)S(C)(=O)=O)c1	-5	-1	0	4	-0.2	-22	5	1	-22
O=C(COC(=O)c1ccc(Cl)nc1)Nc1cc(S(=O)(=O)N2CCCCC2)ccc1Cl	-2	0	5	-2	-0.6	-1	-4	-19	4
Cc1ccc(C)c(C(=O)CN2C(=O)NC3(CCC(C)CC3)C2=O)c1 (stereo not given)	3	-4	7	2	0.4	-13	4[fluorescence artefact?]	19	-12
Cc1cccc(NC(=S)NC2CCN(Cc3ccccc3)CC2)c1C	-2	3	5	-10	1.0	-17	1	-1	-25
Cc1c(NC(=S)/C=C2\N(C)c3ccccc3C2(C)C)c(=O)n(-c2ccccc2)n1C	-1	3	7	0	-0.5	5	-8	7	23
CCCCc1ccc(NC(=S)NCCN2CCOCC2)cc1	-3	2	2	-5	-0.7	-4	-1	-20	-10
CN(c1cccc(NC(=O)CN(c2cccc(Cl)c2)S(=O)(=O)c2ccccc2)c1)S(C)(=O)=O	0	-2	9	1	-1.9	-12	0	-12	-2
O=C(NCCO)/C(=C/c1ccc2c(c1)OCO2)NC(=O)c1ccc(Br)cc1	1	-1	6	4	0.1	0	4	5	5
COc1ccc(N2C(=O)/C(=C/c3cccnc3)NC2=S)cc1	-3	-6	1	7	1.1	-23	2[fluorescence artefact?]	22	2
Cc1ccc(C2CC(c3cccc(Cl)c3)n3nc(N)nc3N2)cc1 (stereo not given)	1	3	6	-2	-0.9	2	0	-18	-12
O=C(CN1CCCC1)Nc1ccccc1Sc1ccccc1	0	0	9	-9	-0.8	10	0	61*	-4
N/C(Cc1cccs1)=N\OC(=O)COc1ccc(Br)cc1Cl	-4	5	17	-20	0.5	-5	15	1	-31
NS(=O)(=O)c1ccc(N=Nc2c(O)ccc3ccccc23)cc1	-3	-1	7	10	0.5	-12	-7	-33	18
O=C(NNC(=O)c1cccs1)c1ccc2ccccc2c1	5	6	7&4	-4	1.2	-1	4	-42&-1	-12
N#C/C(C(N)=O)=c1/ccc2c(c1)N1C3=C(CCCC3)CC3CCCCC31N=2 (stereo not given)	-15	-27	11	47*	-0.5	-3	13	27	51*
Cc1cc(C)c(C2C(C#N)=C(N)Oc3n[nH]c(C)c32)cc1CN1CCCC1 (stereo not given)	-5	-5	9	6	0.5	-17	-3	26	-27
CCn1c2ccccc2c2cc(NC(=O)COc3ccccc3OC)ccc21	0	3	18	-13	-0.5	-8	8	-48	-44

Printed as active in NPY1 pot ag, of those listed so far:
| SMILES | p97 inhibitor | NPY Y1 blocker | NPY-Y2 PAM-ag | S1P4 agonist | S1P4 antag | eIF4E 4G PPI | EP2 modulator | NPY1 pot ag |
| --- | --- | --- | --- | --- | --- | --- | --- | --- |
| N#C/C(C(N)=O)=c1/ccc2c(c1)N1C3=C(CCCC3)CC3CCCCC31N=2 (stereo not given) | -15 | -27 | 47* | -0.5 | -3 | 13 | 27 | 51* |

3 compounds from above, arranged by their value in NPY-Y2 PAM-ag, rising:
Molecule,NPY-Y2 PAM-ag
CCc1c(C)sc(NC(=O)CCc2ccc(OC)cc2)c1C(N)=O,-6
CCCCc1ccc(NC(=S)NCCN2CCOCC2)cc1,-5
CC(=O)c1cccc(N(CC(=O)N2CCCCC2)S(C)(=O)=O)c1,4

Next part
SMILES	p97 inhibitor	NPY Y1 blocker	EP2 antag	NPY-Y2 PAM-ag	S1P4 agonist	S1P4 antag	eIF4E 4G PPI	EP2 modulator	NPY1 pot ag
Nc1nc(NCc2c(F)cccc2Cl)nn1-c1ccccc1	1	6	10	0	0.2	-16	1	-10	26
CN1CCC(=NNC(=O)CN(c2cccc(Cl)c2)S(C)(=O)=O)CC1	-2	4	8	1	-0.5	-9	-2	10	5
COc1ccccc1N1CCN(CC(O)c2ccc3cc[nH]c3c2)CC1 (stereo not given)	-1	3	10	6	-0.8	-10	1	-3	-5
C=CCn1c(SCc2c(C)noc2C)nc2sc(C)c(C)c2c1=O	-4	21*	8	-27	-2.2	12	-1	62*	-15
O=C(CCC(=O)OCc1ccc(Cl)cc1)Nc1cccc([N+](=O)[O-])c1	-1	8	5	-5	2.5	-17	-7	-13	-10
COc1cc(CNCCO)cc(Br)c1OCc1ccccc1Cl	3	-2	/	-3	9.5	14	11	-54	-9
COc1cccc(-n2c(SCC(=O)NCc3ccco3)nnc2-c2c[nH]c3ccccc23)c1	0	0	10	13	-0.6	-20	1	-3	14
CCCOc1ccc(C(=O)C(CN2CCCC2)c2ccccc2)cc1 (stereo not given)	-2	9	9	-11	1.4	13	0	-25	-7
O=C(COC(=O)CCC(=O)c1cccs1)Nc1cc(S(=O)(=O)N2CCOCC2)ccc1Cl	1	-3	8	-9	1.9	-17	-11[fluorescence artefact?]	17	-1
CN(C)c1ccc(N=Nc2ccccc2C(=O)OCC(=O)N(C)C2CCCCC2)cc1	0	2	10	21	-0.8	-11	-2	-6	16
COc1ccc(Cl)cc1NC(=O)CSc1ncnc2c1oc1ccccc12	-6	-8	5	-2	-0.9	3	4[fluorescence artefact?]	16	-24
Cc1cc(C)cc(-n2c3nc4ccccc4nc3c3c(=O)n(Cc4ccco4)cnc32)c1	5	11	18	-1	0.1	22	-15	7	-6
Cc1ccc(CSc2ncnc3onc(C)c23)cc1	-5	/	2	-25	-1.6	0	3	1	-23
O=C(Cn1c(CO)nc2ccccc21)Nc1ccccc1Cl	7	-1	7	-2	0.3	1	1	21	-2
O=C(c1cc2nc(-c3ccccc3)cc(-c3ccccc3)n2n1)N1CCCC1	-1	4	3	-1	0.2	6	8	38	8
O=C(Cc1ccc([N+](=O)[O-])cc1)Nc1cccnc1	0	/	6	7	1.8	12	8	1	-5
Cc1cc(C)nc(SC(C)CNS(=O)(=O)c2ccccc2)n1 (stereo not given)	1	0	7	-7	3.0	-16	-2	16	-14
CCN(C(=O)COC(=O)/C=C/c1nc2ccccc2s1)C1CCS(=O)(=O)C1 (stereo not given)	-6	6	10	-1	2.1	-30	1	-23	5
CS(=O)(=O)c1ccc(N)cc1	4	2	16	3	0.5	-7	-8	12	2
CN(CCC#N)S(=O)(=O)c1ccc2[nH]cc(C(=O)NCCc3ccccc3)c(=O)c2c1	1	-2	11	-17	-0.3	1	0	-5	-13
Cc1ccc(NC(=O)CCn2cccc2)cc1C	-2	6	6	6	1.5	-7	-4	11	1
CC(C)n1nc(C(=O)NCc2ccc3c(c2)OCO3)c2ccccc2c1=O	5	7	4	-17	-4.3	-11	0	-10	-1
O=C(NCCN1CCOCC1)c1ccc2c(c1)N(Cc1ccccc1F)C(=O)c1ccccc1S2	-1	-3	10	20	-1.4	-6	0	-3	25
CCOC(=O)C(C(=O)OCC)C(Nc1ccccc1)c1ccccc1 (stereo not given)	-1	-1	11	10	0.0	-7	3[fluorescence artefact?]	4	-14
Nc1cccnc1Sc1ccc([N+](=O)[O-])cn1	-1	4	11	0	0.6	-2	-4	7	6

Complete entries from above:
Entry for `O=C(Cn1c(CO)nc2ccccc21)Nc1ccccc1Cl` → p97 inhibitor: 7; NPY Y1 blocker: -1; EP2 antag: 7; NPY-Y2 PAM-ag: -2; S1P4 agonist: 0.3; S1P4 antag: 1; eIF4E 4G PPI: 1; EP2 modulator: 21; NPY1 pot ag: -2
Entry for `COc1cc(CNCCO)cc(Br)c1OCc1ccccc1Cl` → p97 inhibitor: 3; NPY Y1 blocker: -2; EP2 antag: /; NPY-Y2 PAM-ag: -3; S1P4 agonist: 9.5; S1P4 antag: 14; eIF4E 4G PPI: 11; EP2 modulator: -54; NPY1 pot ag: -9
Entry for `CN(C)c1ccc(N=Nc2ccccc2C(=O)OCC(=O)N(C)C2CCCCC2)cc1` → p97 inhibitor: 0; NPY Y1 blocker: 2; EP2 antag: 10; NPY-Y2 PAM-ag: 21; S1P4 agonist: -0.8; S1P4 antag: -11; eIF4E 4G PPI: -2; EP2 modulator: -6; NPY1 pot ag: 16

The results go on.
SMILES	p97 inhibitor	NPY Y1 blocker	EP2 antag	NPY-Y2 PAM-ag	S1P4 agonist	S1P4 antag	eIF4E 4G PPI	EP2 modulator	NPY1 pot ag
CCN(CC)C(=O)/C(=C\c1ccc(Br)cc1)NC(=O)c1ccccc1OC	-1	23*	5	-5	-0.7	-5	0	17	-35
CCOC(=O)c1sc(NC(=O)CCCCl)nc1C	0	6	5	3	0.3	-3	6[fluorescence artefact?]	-1	6
COc1ccc(CCNC(=O)CS(=O)Cc2nc(-c3cccs3)oc2C)cc1OC (stereo not given)	1	4	2	-10	0.9	-17	1	-15	7
CCOC(=O)N1CCN(Cc2nc(-c3ccc(OC)cc3)no2)CC1	0	-1	11	7	1.5	-16	/	/	2
CN(C)c1nc(NCc2ccccc2)nc(N/N=C/c2cccc(Br)c2)n1	4	5	8	-7	-0.4	-3	2	13	2
CSc1ccccc1NC(=O)C1C2CCC(C2)C1C(=O)O (stereo not given)	5	-1	4	-7	-2.5	0	3	11	-19
COc1ccc(C(CNC(=O)c2ccc(S(=O)(=O)N3CCOCC3)cc2)N2CCCCC2)cc1 (stereo not given)	-1	0	15	-5	1.1	-25	-2	2	-5
c1ccc(N2CCCCC2)c(NC2=NCCC2)c1	3	-5	19	11	2.6	-12	-6[fluorescence artefact?]	19	6
COC(=O)c1c(C)oc(C)c1S(=O)(=O)NCC1CC1	-4	/	5	-5	0.7	16	2	-1	-6
Cc1cc(C)nc(CCNC(=O)c2cc(COc3c(F)cccc3F)on2)n1	1	4	6	-4	2.2	-25	-1	-9	7
COc1cc2c(cc1NC(=O)CN1CCN(S(=O)(=O)c3ccc(C)cc3)CC1)oc1ccccc12	2	-5	/	-3	-1.8	-24	2[fluorescence artefact?]	-1	17

Screens as filed in PubChem BioAssay.
